Screens as filed in PubChem.
AmpC inh no detg = AmpC beta-lactamase inhibition without detergent; Potency, µM (doses to about 57.1 µM), for the others: at the top dose activity change, negative = inhibition, most hits filed as inhibitors; AmpC nitrocefin hydrolysis, absorbance 480 nm, 0.0001% Triton; P00811; 330,000 tested, 0.52% active;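 note: potency is the fitted concentration of half-maximal effect; plate controls were no compound for no effect and no enzyme for full effect; nearly all actives have a fitted effect of over 20% in size; some results filed as inactive show a strong effect at the top dose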
Target sequence (P00811 whole entry, looked up): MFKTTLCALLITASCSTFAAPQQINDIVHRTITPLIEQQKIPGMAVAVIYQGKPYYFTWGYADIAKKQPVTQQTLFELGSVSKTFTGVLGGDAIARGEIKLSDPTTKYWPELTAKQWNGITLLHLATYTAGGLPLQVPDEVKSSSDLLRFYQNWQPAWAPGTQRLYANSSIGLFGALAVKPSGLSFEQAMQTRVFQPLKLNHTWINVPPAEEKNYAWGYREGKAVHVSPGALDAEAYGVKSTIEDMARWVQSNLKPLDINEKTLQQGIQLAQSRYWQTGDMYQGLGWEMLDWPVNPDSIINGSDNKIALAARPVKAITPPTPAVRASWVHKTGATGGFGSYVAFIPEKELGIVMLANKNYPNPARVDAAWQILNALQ
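20 mM phosphate pH 7.0 + 0.01% (detergent screen) or 0.0001% Triton X-100; 5.3 nM AmpC reagent; cpd preinc 15 min RT; nitrocefin (800 uM stock) to start; A480 q20 s × 4 min; Activity was normalised to no-enzyme and no-compound control wells.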
Sm TGR block = S. mansoni TGR enzyme inhibition; purified TGR, DTNB reduction, TNB absorbance 405 nm; Q962Y6; Potency, µM (doses to about 114 µM), for the others: at the top dose activity change, negative = inhibition, usual class: inhibitors; 360,000 tested, 3% active; note: potency is the fitted concentration of half-maximal effect; nearly all actives have a fitted effect of over 60% in size
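Kinetic colorimetric format: TGR-catalysed, NADPH-driven DTNB reduction monitored via TNB absorbance. Enzyme dispensed at 20 nM; compound exposure 15 min at room temperature before reaction start.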
HCV inh = HCV inhibition; Huh7.5.1 HCVcc-Cre infection, luciferase reporter, 44 h; Potency, µM (top dose mostly 41.8 µM), inactives show at the top dose activity change, negative = inhibition, hits mostly inhibitors; 340,000 tested, 3.4% active; note: potency is the fitted concentration of half-maximal effect
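Seed cells (1,000/well) for 4 h; treat with compound and infect with HCVcc-Cre, moi about 0.5. Incubate 44 h, then detect luciferase activity.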
AmpC inh detg = inhibitors of E. coli AmpC beta-lactamase with detergent | 370,000 tested, 0.041% active | Potency, µM (doses to about 114 µM), for the others: at the top dose activity change, negative = inhibition, most hits filed as inhibitors | AmpC hydrolysis of nitrocefin, absorbance 480 nm, 0.01% Triton | AID 485294 | P00811;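 note: potency is the fitted concentration of half-maximal effect; 0% = no-compound wells and -100% = no-enzyme wells; nearly all actives have a fitted effect of over 25% in size; some results filed as inactive show a strong effect at the top dose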
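20 mM phosphate pH 7.0 + 0.01% (detergent screen) or 0.0001% Triton X-100; 5.3 nM AmpC reagent; cpd preinc 15 min RT; nitrocefin (800 uM stock) to start; A480 q20 s × 4 min; Activity was normalised to no-enzyme and no-compound control wells.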
HCMV antiviral = inhibitors of human cytomegalovirus; activity change, negative = inhibition, % at 57.5 µM; HFF cells, HCMV-luciferase reporter, 72 h; stronger effect = lower value; 410,000 tested, 4.5% active; AID 1259415; in the data active = activity change below about -60%; inconclusive = no clear call, values can overlap the other calls; inactive = above about -39%
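Two compound doses tested in HFFs infected with HCMV-luciferase, MOI 1 PFU/cell, 72 h at 37C. Lysate luminescence read with OneGlo; data normalized against buffer-only and 10uM Salinomycin inhibitor controls.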
Giardia FBPA inh = blocks Giardia fructose-bisphosphate aldolase activity | purified Giardia FBPA | 290,000 tested, 0.71% active | A8B2U2 | Potency, µM (titrated, usually from 59.6 µM), for the others: top-dose activity, negative = inhibition, usual class: inhibitors; note: potency is the fitted concentration of half-maximal effect; nearly all actives have a fitted effect of over 55% in size
Target sequence (A8B2U2 whole entry, looked up): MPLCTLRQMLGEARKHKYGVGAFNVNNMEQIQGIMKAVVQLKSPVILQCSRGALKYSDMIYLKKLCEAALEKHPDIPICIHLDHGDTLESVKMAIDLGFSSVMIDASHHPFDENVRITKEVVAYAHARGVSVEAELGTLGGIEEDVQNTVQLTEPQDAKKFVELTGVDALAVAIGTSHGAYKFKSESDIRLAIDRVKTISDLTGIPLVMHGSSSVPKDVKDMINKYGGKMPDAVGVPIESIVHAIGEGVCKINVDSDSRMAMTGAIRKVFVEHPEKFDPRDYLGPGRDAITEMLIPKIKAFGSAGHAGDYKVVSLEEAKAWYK
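40 nM FBPA preincubated 10 min at RT with compound (up to 57.5 uM final), then substrate plus GAPDH/TPI/NAD/arsenate coupling and diaphorase/resazurin added. Fluorescence read after 20 min at RT, 525/598 nm.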
Active calls of the source: *; ? = inconclusive; nt = no result given; & = joins results of further samples; [ ] = dose if it differs, or a comment. Unless noted, calls come from the whole dose curve; as a rule, active = well fitted curve in the direction sought with a large enough effect; inconclusive = small, poorly fitted or top-dose-only effect, or another doubt; inactive = no such curve, though single readings can be large; an effect the other way counts as inactive or inconclusive. Unless noted, % is set by controls: 0 for no effect and ±100 for the full control effect. This is a random part of the collection; about 9.9% have a hit in one of these screens.

Each structure is followed by: AmpC inh no detg | Sm TGR block | HCV inh | AmpC inh detg | HCMV antiviral | Giardia FBPA inh
- COc1ccc(C(=O)Nc2cc3c(cc2OC)CCCC3)cc1Br
    -14% | -10% | ? | -2% | -17 | -3%
- Cc1ccc(S(=O)(=O)NN2C(=O)/C(=C/c3cccs3)SC2=S)cc1
    -48% | -12% | 9% | 1% | 0 | 6%
- COc1cc2c(cc1OC)C(COc1ccccc1OC)N(C(=O)c1ccc(S(=O)(=O)N(C)C)cc1)CC2 (centres undefined)
    nt | 8% | nt | -5% | ? | nt
- CC(C(=O)Nc1ccc(OCc2ccccc2)cc1)N1CCCC1 (centres undefined)
    2% | -2% | ? | -3% | -35 | -2%
- CCOC(=O)c1cc2c(=O)n3ccccc3nc2n(C(C)C)c1=NC(=O)c1ccncc1
    22% | -29% | -1% | -7% | 4 | 8%
- O=S1(=O)CCOC[C@H](c2ccccc2)N1Cc1cccc(F)c1
    -1% | 0% | 12% | ? | -14 | -7%
- Cc1ccc(SCCC(=O)N2CCCC2)cc1
    10% | 40%[activator] | 14% | 8% | -3 | 1%
- CC(=O)c1ccc(NC(=O)c2cc3nc4c(c(C(F)(F)F)n3n2)CCCC4)cc1
    -27% | -10% | ? | -3% | nt | 5%
- COc1ccc(OC)c(-c2nnc(SCC(=O)N3CCOCC3)o2)c1
    -1% | -30% | ? | -13% | -40 | -2%
- CN(CCCCCNC(=O)/C=N/O)Cc1ccccc1
    -24% | 3% | 6% | 4% | nt | -3%
- Cc1ccc(NCc2nnc(SCC(=O)Nc3cccc(O)c3)n2CC2CCCO2)c(C)c1 (centres undefined)
    -21% | -20% | -21% | -10% | 66 | 4%
- COC(=O)c1[nH]c2ccccc2c1NC(=O)C(C)N1CCOCC1 (centres undefined)
    -13% | 4% | 1% | -8% | 30 | 5%
- CCCn1c(SCC(=O)NC2CCCCC2)nnc1-c1ccncc1
    -7% | -1% | 8% | -3% | 1 | 4%
- CN(C)c1ccc(/C=N/NC(N)=S)cc1[N+](=O)[O-]
    -12% | 11% | 9% | 2% | 12 | -26%
- COc1ccc(N2CCN(c3cc(=O)n(Cc4ccc(F)cc4)c(=O)[nH]3)CC2)cc1
    -1% | -25% | -1% | ? | -39 | 1%
- CCN(CC)CCn1c(NC(=O)c2ccc(C)cc2)nc2ccccc21
    -12% | -14% | ? | ? | 37 | 14%
- COc1ccc(S(=O)(=O)N2CCC(C(=O)N3CCc4ccccc4C3)CC2)cc1
    19% | -5% | -6% | -14% | -3 | 0%
- CC(C)Oc1ccc(C(=O)Nc2ccc3c(c2)CCCN3C(=O)c2cccs2)cc1
    nt | 2% | nt | -2% | -89* | nt
- COC(=O)c1ccn(C(=O)c2ccc(Cl)cc2)n1
    nt | -1% | 22% | -1% | 24 | -2%
- COc1cc(OC)c(NC(=O)C2CCCN2C(=O)OCc2ccccc2)cc1Cl (centres undefined)
    59% | 0% | -27% | -14% | 17 | -5%
- COc1cccc(NC(=O)c2cc(CN3C(=O)c4ccccc4C3=O)ccc2OC)c1
    -12% | -15% | ? | -11% | -16 | 5%
- CCOc1ccc(NC(=O)NCc2ccc3c(c2)OCO3)cc1
    -4% | -1% | 2% | 1% | -26 | -6%
- CC(C)N(Cc1cn(C)nc1-c1cccc(Cl)c1)Cc1nccn1C
    106%[activator] | -11% | -30% | 3% | 13 | 3%
- Cc1cc(C(=O)O)ccc1N=Cc1c(O)ccc2ccccc12
    -22% | 50µM* | -17% | ? | 4 | -19%
- CCOC(=O)c1ccc(NC(=O)C(CC)(CC)C(=O)OCC)cc1
    -8% | -1% | 8% | -4% | 47 | -1%
- NC(=O)C[C@H]1NC(=O)[C@H](CCC(=O)O)NC(=O)c2cc([N+](=O)[O-])cc(I)c2NCCC[C@@H](C(N)=O)NC1=O
    -15% | -15% | 12% | -5% | 57 | -1%
- CCn1c(C)cc(/C=C2/SC(=O)N(CC(=O)N3CCCC3)C2=O)c1C
    47% | -26% | ? | -2% | -3 | nt
- S=c1[nH]nc(Cn2c(-c3ccccn3)nc3ccccc32)n1-c1ccc2c(c1)OCCO2
    -29% | -2% | 22% | -7% | 11 | -9%
- COc1ccc(CCNC(=O)c2cc(C3CC3)nc3c2cnn3C(C)C)cc1
    4% | -23% | 10µM* | -5% | -29 | nt
- CCOc1ccc(NC(=S)Nc2ccc(OCC)cc2)cc1
    14% | 15% | 5% | 5% | -100* | 2%
- O=C(CN1CCN(S(=O)(=O)c2ccc(F)cc2)CC1)Nc1ccccc1C(=O)NC1CC1
    -3% | 4% | -5% | -9% | -13 | nt
- CC1(c2ccc3c(c2)OCO3)NC(=O)N(CC(=O)Nc2ccccc2[N+](=O)[O-])C1=O (centres undefined)
    -13% | 2% | -2% | -14% | -13 | nt
- Cc1cccn2c(=O)cc(COc3cccc(NC(=O)c4ccccc4F)c3)nc12
    nt | -2% | nt | 15% | -91* | nt
- CNC(=O)c1ccc(OCc2ccccc2)c(OC)c1
    -9% | 6% | -3% | -5% | 46 | 3%
- CCc1ccc(NC(=O)CN2C(=O)c3cccc4cccc2c34)cc1
    nt | 23% | nt | 16% | 7 | nt
- COc1ccc2nc(SCC(=O)Nc3ccc4c(c3)OCCO4)[nH]c2c1
    -44% | 6% | 12% | 6% | ? | -4%
- CCOC(=O)c1c(NCCN(C)C)c2ccccc2[nH]c1=O
    -1% | -14% | 12% | -9% | -36 | 1%
- O=C(Nc1nnc(S(=O)(=O)N2CCCCCC2)s1)c1ccc(Cl)cc1
    -34% | -8%&-2% | 8% | 0%&3% | -27&5 | nt
- CC(=O)O[C@H]1C(=O)[C@@]2(C)[C@H]([C@H](OC(=O)c3ccccc3)[C@]3(O)C[C@H](OC(=O)[C@H](O)C(NC(=O)c4ccccc4)c4ccccc4)C(C)=C1C3(C)C)[C@]1(OC(C)=O)CO[C@@H]1C[C@@H]2O (some centres undefined)
    211%[activator] | 0% | ? | -7% | -83* | 2%
- CC(C)[C@H](NC(=O)N1c2ccccc2NC(=O)[C@@H]1C(C)C)C(=O)N1CCC[C@H]1C(=O)O
    -2% | 7% | 12% | ? | 27 | 11%
- Cc1cc2nc(CS)[nH]c2cc1C
    -33% | ? | ? | 3% | -17 | ?
- CCCCOC(=O)Nc1nnc(Cc2ccc(Cl)cc2)s1
    -27% | 13% | 21% | -6% | -15 | 9%
- CC(C)C(NC(=O)c1ccc2c(c1)OCCO2)c1nc2ccccc2[nH]1 (centres undefined)
    -24% | -33% | 5% | -11% | -33 | 15%
- O=C(NCCNC(=O)c1ccc(Cl)cc1Cl)c1cnccn1
    -14% | 16% | 17% | -11% | 21 | 1%
- CC(=O)c1sc(NCc2ccccc2)nc1C
    -4% | -8% | -17% | -12% | -5 | -16%
- CNC(=O)NC(=O)CSc1ccc(NC(C)=O)cc1
    -9% | ? | -2% | ? | -17 | 1%
- CCc1ccc(CNC(=O)c2ccc(CSc3nc4ccncc4n3Cc3ccc(OC)cc3)cc2)cc1
    nt | 0% | nt | 24% | -32 | nt
- Cc1cnc(C(=O)OCC(=O)N2c3ccccc3NC(=O)C2(C)C)cn1
    0% | 2% | 26% | -11% | 45 | 2%
- CCCNC(=O)Cn1c(=O)c2cccn2c2cccnc21
    nt | -8% | nt | 1% | -81* | nt
- CC(=O)c1ccc(N2CCN(CC3CCCCC3)CC2)cc1
    -24% | ? | -19% | -22% | -18 | ?

Other structures
Each structure is followed by: AmpC inh no detg | Sm TGR block | HCV inh | AmpC inh detg | HCMV antiviral | Giardia FBPA inh
- O=C(CN(C(=O)Cn1nnc(-c2cccs2)n1)c1ccc2c(c1)OCCO2)NCC1CCCO1 (centres undefined)
    31% | -14% | -6% | -2% | -6 | -1%
- CCc1[nH]nc(C(=O)N2CCCC(N3CCN(c4ccccc4C)CC3)C2)c1C (centres undefined)
    139%[activator] | 0% | nt | ? | -7 | 8%
- COC(=O)[C@@H]1C[C@@]2(O)[C@H](O)[C@H](O)[C@H](O)C[C@H]2N1Cc1cc(OC)cc(OC)c1
    7% | 2% | 18%[8.37 µM] | 3% | 8 | 0%&5%
- Cc1sc2nc(C3CC3)nc(NCCNS(=O)(=O)c3ccccc3)c2c1C
    -11% | 4% | ? | -3% | -32 | -5%
- O=C(CNC(=O)C1CCCCC1)Nc1ccc(F)c(Cl)c1
    -17% | -1% | 6% | -10% | 3 | 5%
- COCC(=O)N(C)c1nnc(-c2ccc([N+](=O)[O-])cc2)s1
    -26% | 3% | 14% | -7% | -6 | 4%
- COc1ccc(C(=O)N2CCN(c3nc4cc(C)ccc4cc3C#N)CC2)c(OC)c1
    149%[activator] | 4% | ? | -1% | -21 | -6%
- Cc1ccc(CNC(=O)c2ccc(N3CCc4ccccc43)c([N+](=O)[O-])c2)cc1
    -43% | 3% | 6.3µM* | -9% | ? | -11%
- CC(C)(C)OC(=O)NCCCCCNC(=O)c1nc[nH]c1C(=O)N1CCc2ccccc2C1
    43% | nt | 11% | nt | -2 | nt
- O=S(=O)(c1ccc(Cl)cc1)N1CCCCCC1
    -18% | 2% | 8% | -2% | 10 | -8%

Five entries picked at random from the list so far:
Each structure is followed by: AmpC inh no detg | Sm TGR block | HCV inh | AmpC inh detg | HCMV antiviral | Giardia FBPA inh
- Cc1sc2nc(C3CC3)nc(NCCNS(=O)(=O)c3ccccc3)c2c1C
    -11% | 4% | ? | -3% | -32 | -5%
- COc1ccc(C(=O)N2CCN(c3nc4cc(C)ccc4cc3C#N)CC2)c(OC)c1
    149%[activator] | 4% | ? | -1% | -21 | -6%
- COC(=O)[C@@H]1C[C@@]2(O)[C@H](O)[C@H](O)[C@H](O)C[C@H]2N1Cc1cc(OC)cc(OC)c1
    7% | 2% | 18%[8.37 µM] | 3% | 8 | 0%&5%
- CCc1[nH]nc(C(=O)N2CCCC(N3CCN(c4ccccc4C)CC3)C2)c1C (centres undefined)
    139%[activator] | 0% | nt | ? | -7 | 8%
- Cc1ccc(CNC(=O)c2ccc(N3CCc4ccccc43)c([N+](=O)[O-])c2)cc1
    -43% | 3% | 6.3µM* | -9% | ? | -11%

Further compounds follow.
Each structure is followed by: AmpC inh no detg | Sm TGR block | HCV inh | AmpC inh detg | HCMV antiviral | Giardia FBPA inh
- Cc1c(Cl)cccc1NC(=O)C1CCN(c2cnccn2)CC1
    -15% | 7% | 0% | 2% | ? | nt
- COc1ccc(CC(=O)NC2CCSc3ccccc32)cc1OC (centres undefined)
    -13% | -10% | -5% | -17% | -1 | -2%
- CC(=O)OC1CCC2C3CCc4cc(O)ccc4C3CCC12C (centres undefined)
    nt | nt | ? | nt | ? | 4%
- CC(Cc1ccccc1)NC(=O)Cc1ccc(N(C)C)cc1 (centres undefined)
    -23% | -19% | 10% | ? | ? | 2%
- CN(CC(=O)NCc1ccncc1)S(=O)(=O)c1ccc(F)cc1
    -14% | -22% | 17% | 1% | -2 | 4%
- Cc1nc([N+](=O)[O-])cn1CC(O)c1ccc(F)cc1 (centres undefined)
    3% | 8% | 15% | 0% | ? | 1%
- COc1ccc2nc(Nc3ccccc3OC)sc2c1
    -16% | 6% | -14% | 2% | 34 | -8%
- CCCCNc1ccc(-c2nc(-c3ccncc3)no2)cc1[N+](=O)[O-]
    nt | 2% | nt | 17% | 15 | nt
